GLP-1R inv ag – acts as inverse agonist at human GLP-1 receptor; Potency, µM (top dose mostly 38.3 µM), for the others: at the top dose activity change, negative = inhibition, usual class: inhibitors; P43220; actives 1.6% (n = 410,000); HEK293 GLP-1R CRE-luciferase, luminescence, 24 h; GLP-1R form is constitutively active; also: potency is read from the fitted curve at half-maximal effect; % is scaled to controls: 0 for no effect and ±100 for the full control effect; nearly all actives have a fitted effect of over 55% in size
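Inverse agonism was detected as reduced cAMP-driven luciferase luminescence after 24 h compound treatment. The cells were HEK293 clones expressing constitutively active human GLP-1R with the reporter. Reporter-only and GPR119 cell lines served as counterscreen controls.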
aSyn yeast inh – inhibitors of alpha-synuclein toxicity in yeast; actives 0.14% (n = 370,000); Potency, µM (doses to about 46.1 µM), inactives show at the top dose growth rescue (activation), usual class: activators; AID 652106; Yeast expressing alpha-synuclein, growth rescue, BacTiter-Glo, 24 h; also: potency is read from the fitted curve at half-maximal effect; % of control where 0% means no effect; nearly all actives have a fitted effect of over 65% in size
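Rescue of yeast growth: cells expressing toxic alpha-synuclein, induced in galactose at OD600 0.02, incubated with compound 24 h at 30 C. ATP luminescence quantified growth; inhibitors of toxicity appear as activators.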
FUS yeast rescue – rescues growth of FUS-expressing yeast. AID 1347120. S. cerevisiae FUS-expressing, growth rescue, OD600, 24 h. Potency, µM (doses to about 76.6 µM), without a hit: at the top dose growth rescue (activation), usual class: activators. actives 0.24% (n = 390,000);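 also: potency is read from the fitted curve at half-maximal effect; plate controls were DMSO vehicle for no effect and reference control for full effect; nearly all actives have a fitted effect of over 55% in size; some results filed as inactive show a strong effect at the top dose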
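S. cerevisiae expressing FUS from galactose induction served as the toxicity model. Growth after 24hr at 30C, read as absorbance at 600 nm, indicates suppression of toxicity; compounds dosed at several concentrations.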
PTHR1 ag – PTHR1 (human) receptor agonism; Q03431; HEK293 GP2 PTHR1 cells, GloSensor cAMP luminescence, 1 h; Potency, µM (titrated, usually from 115 µM), without a hit: at the highest dose activation, actives largely listed as activators; actives 0.075% (n = 410,000); AID 743266; also: potency is read from the fitted curve at half-maximal effect; nearly all actives have a fitted effect of over 55% in size; some results filed as inactive show a strong effect at the top dose; inactives centre near -15; many of its hits are not listed in these tables
Target sequence (Q03431 whole entry, looked up): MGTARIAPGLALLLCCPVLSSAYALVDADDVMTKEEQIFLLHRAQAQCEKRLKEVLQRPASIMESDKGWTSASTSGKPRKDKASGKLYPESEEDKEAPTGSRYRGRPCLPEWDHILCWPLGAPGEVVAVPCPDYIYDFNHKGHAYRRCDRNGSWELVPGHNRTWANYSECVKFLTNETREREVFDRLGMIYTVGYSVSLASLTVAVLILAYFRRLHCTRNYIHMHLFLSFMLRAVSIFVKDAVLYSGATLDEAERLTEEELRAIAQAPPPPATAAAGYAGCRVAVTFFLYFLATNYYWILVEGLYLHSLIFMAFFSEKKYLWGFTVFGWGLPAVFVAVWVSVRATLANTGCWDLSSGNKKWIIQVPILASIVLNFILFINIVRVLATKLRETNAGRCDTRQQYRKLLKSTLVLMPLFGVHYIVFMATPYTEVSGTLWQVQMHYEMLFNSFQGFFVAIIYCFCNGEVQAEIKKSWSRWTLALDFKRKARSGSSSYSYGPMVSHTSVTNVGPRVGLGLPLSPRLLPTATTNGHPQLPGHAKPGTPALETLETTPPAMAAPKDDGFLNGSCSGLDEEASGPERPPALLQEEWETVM
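HEK-293-derived GP2 cells expressing PTHR1 and a GloSensor cAMP reporter, 3,000/well, plated overnight, given luciferin plus IBMX (each 0.5 mM as added) for 1 h at 37 °C, then compound for 1 h at 37 °C. Luminescence was read after 15 min at room temperature.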
pAkt inh – Akt phosphorylation inhibition | Neuro2A IGF-stimulated pAkt S473 HTRF, 20 min; active compounds read low | activity change, % for hits at 50 µM | actives 0.32% (n = 360,000) | AID 651550; in the data active = activity change below about -80%; inconclusive = mostly about -51% to -80%; also: % is scaled to controls: 0 for no effect and ±100 for the full control effect
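Single-point screen (50 µM final compound) in Neuro2A cells stimulated 20 min with 6 nM IGF at 37 deg C. After lysis, Ser473-phosphorylated Akt read by HTRF (ex 330 nm, em 615/665 nm) as the 665/615 ratio.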
D3 antag – blocks the human D3 dopamine receptor | max response, negative = inhibition, % | AID 652054 | D3R cells, DiscoveRx beta-arrestin luminescence, antagonist mode; active compounds read low | actives 2.5% (n = 360,000) | P35462; in the data active = max response below about -50%; inconclusive = no clear call, values can overlap the other calls; also: % is scaled to controls: 0 for no effect and ±100 for the full control effect; mostly tested at two doses, the higher about 12 µM
Target sequence (P35462 whole entry, looked up): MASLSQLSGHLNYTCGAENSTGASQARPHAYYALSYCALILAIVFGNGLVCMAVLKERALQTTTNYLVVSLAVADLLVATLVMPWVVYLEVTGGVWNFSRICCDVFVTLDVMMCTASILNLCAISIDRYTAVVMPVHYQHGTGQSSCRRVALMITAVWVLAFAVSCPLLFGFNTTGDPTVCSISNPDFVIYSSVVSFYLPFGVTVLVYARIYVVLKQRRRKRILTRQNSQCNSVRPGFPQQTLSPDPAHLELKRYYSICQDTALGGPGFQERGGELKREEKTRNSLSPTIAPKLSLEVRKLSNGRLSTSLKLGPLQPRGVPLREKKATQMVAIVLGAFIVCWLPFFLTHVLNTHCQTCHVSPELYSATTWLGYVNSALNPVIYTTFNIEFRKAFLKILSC
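Cells expressing the human receptor were seeded at 1500 cells/well, incubated overnight at 37 degrees C in 5% CO2, then exposed to library compounds with dopamine controls for 90 minutes at 37 degrees C before luminescent detection.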
TDP43 rescue – rescues yeast growth from TDP-43 toxicity. AID 652104. Potency, µM (series often up to 46.1 µM), for inactives: top-dose growth rescue (activation), actives largely listed as activators. TDP-43 expressing yeast growth rescue, BacTiter-Glo, 24 h. actives 1.8% (n = 410,000); also: potency is read from the fitted curve at half-maximal effect; % of control where 0% means no effect; nearly all actives have a fitted effect of over 50% in size
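Yeast expressing TDP-43 (pregrown in raffinose, seeded at OD600=0.02 in galactose medium) exposed to compounds 24 hr at 30 deg C. Growth read by BacTiter-Glo luminescence; rescue of toxicity appears as increased signal.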
Abeta yeast res – restores growth of yeast expressing A-beta42 peptide; AID 1347071; Potency, µM (titrated, usually from 46.1 µM), without a hit: at the highest dose growth rescue, actives largely listed as activators; yeast expressing A-beta42, growth rescue, OD600, 48 h; response scale: 0% DMSO, 100% iron-clioquinol control; actives 0.063% (n = 410,000); also: potency is read from the fitted curve at half-maximal effect; nearly all actives have a fitted effect of over 55% in size
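Yeast growth medium received pinned compounds, then yeast cells expressing toxic A-beta were added; plates incubated at 30 C for 48 hr. Growth read as absorbance at 600 nm, normalized to DMSO and equimolar FeCl3 plus clioquinol controls.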
GLP-1R agonist – GLP-1 receptor (human) agonism; P43220; HEK293 GLP-1R CRE-luciferase, luminescence, 4-6 h; cells express a hypersensitive GLP-1R form; actives 0.007% (n = 380,000); Potency, µM (top dose mostly 45.6 µM), for the others: top-dose activation, most hits filed as activators; also: potency is read from the fitted curve at half-maximal effect; % of control where 0% means no effect
* = called active by the depositor; i = inactive; ? = inconclusive; / = not tested or not shown; [ ] = remark or other dose. Unless noted, calls follow the shape of the dose curve; as a rule, active = well fitted curve in the direction sought with a large enough effect; inconclusive = small, poorly fitted or top-dose-only effect, or another doubt; inactive = no such curve, though single readings can be large; an effect the other way counts as inactive or inconclusive.

SMILES	GLP-1R inv ag	aSyn yeast inh	FUS yeast rescue	PTHR1 ag	pAkt inh	D3 antag	TDP43 rescue	Abeta yeast res	GLP-1R agonist
CCC(C(=O)NCc1ccc(F)cc1)n1nc(C)n2c(cc3occc32)c1=O (stereo unspecified)	?	13.5%	27.3%	i	i	3.2	-3.2%	5.5%	3.4%
CN(c1ccc(C(=O)N2CCCCC2)cc1)S(=O)(=O)c1cccs1	?	1.1%	19.9%	-20.0%	i	-6.8	0.0%	-8.1%	9.2%
O=C(CSCc1cnn(-c2ccccc2)c1-n1cccc1)NCc1ccc(F)cc1	?	/	?	-2.9%	/	/	19.4%	15.4%	/
CCOC(=O)c1sc(NC(=O)C2CCCCC2)nc1C	?	-4.7%	13.0%	i	i	-1.2	?	12.0%	16.3%
CN(CCCNC(=O)C1CCC(=O)N1Cc1ccc(F)cc1)c1ccccc1 (stereo unspecified)	-12.5%	-2.2%	-16.2%	0.3%	i	0.0	29.2%	-1.9%	5.3%
CCOc1cc(/C=N/NC(=O)CCn2nnc3ccccc32)ccc1O	27.0%	-5.4%	22.1%	i	i	7.1	-29.8%	-14.1%	5.5%
CC(=O)N1CCN(c2ccc(NC(=O)c3ccc(C(C)(C)C)cc3)cc2)CC1	1.0%	-20.0%	25.4%	-32.3%[inhibitor]	i	-88.5*	-3.9%	7.8%	-8.8%
COc1cccc(C(=O)Nc2ccccc2C(=O)OCc2cc(=O)n3c4c(sc3n2)CCCC4)c1	-31.8%	/	16.9%	-7.5%	/	/	13.4%	-18.7%	/
COc1ccc(-c2csc(=Nc3ccccc3)n2CCO)cc1	?	4.5%	20.7%	-43.7%[inhibitor]	i	9.7	12.3%	8.5%	-2.5%
O=C(NC1CCN(S(=O)(=O)c2cccc(F)c2)CC1)c1ccc(F)cc1	21.2%	3.5%	3.9%	-22.0%	i	-8.8	7.3%	14.0%	-0.4%
COc1ccc(Br)c(C(=O)OCC(=O)Nc2cc(C)on2)c1	0.8%	5.8%	-19.8%	-8.2%	i	0.6	0.0%	3.1%	-3.7%
Cc1ccc(Cn2nnc3c(=O)n(Cc4ccccc4C)cnc32)cc1	7.0%	-1.5%	-23.8%	-32.1%[inhibitor]	i	0.0	5.0%	-17.8%	2.7%
OC12CCCCC1C(c1ccc3c(c1)OCO3)N(Cc1cccc(F)c1)CC2 (stereo unspecified)	?	15.5%	-2.8%	-19.5%[57.5 µM]	/	-6.2	1.3%	1.7%	-16.7%
COc1ccccc1CNC(=O)CN1C(=O)NC(C)(c2ccc(C(C)(C)C)cc2)C1=O (stereo unspecified)	?	-1.2%	17.5%	-11.5%	i	0.5	-14.9%	-18.9%	11.3%
Cc1ccc(OCc2n[nH]c(=S)n2-c2ccc(Cl)cc2)cc1	-9.0%	-2.3%	31.4%	-5.1%	i	-22.6	26.2%	?	0.2%
Cc1ccc([C@@H]2C[C@H]3[C@@H](CN2S(=O)(=O)c2ccc(C)cc2)C(=O)C[C@@H](c2ccccc2F)N3S(=O)(=O)c2ccc(C)cc2)cc1	-4.3%	-1.2%	51.1%	-2.6%	i	13.6	23.8%	4.6%	-2.5%
Cn1c(C(C#N)/C(=N\S(=O)(=O)c2cccs2)c2ccccc2)nc2ccccc21 (stereo unspecified)	-2.7%	-6.7%	13.3%	i	i	-14.2	-16.8%	-20.2%	1.8%
COc1cccc(-n2c(SCC(=O)Nc3nnc(C)s3)nc3c([nH]c4ccccc43)c2=O)c1	30.9%[activator]	0.4%	-10.2%	i	/	/	21.1%	-7.0%	3.3%
CC1(Cc2ccc(Cl)c(Cl)c2)C(=O)Nc2c(Cl)ccc(Cl)c21 (stereo unspecified)	?	?	-12.5%	-22.4%	i	?	21.6%	3.8%	2.4%
CCC1CCCCN1c1ccc([N+](=O)[O-])cc1/C=N/NC(=O)Cn1c2ccccc2c(=O)c2ccccc21 (stereo unspecified)	-8.8%	0.4%	9.4%	i	i	12.2	6.6%	5.7%	-9.4%

In the list so far, these have two or more sulfur atoms.
SMILES	GLP-1R inv ag	aSyn yeast inh	FUS yeast rescue	PTHR1 ag	pAkt inh	D3 antag	TDP43 rescue	Abeta yeast res	GLP-1R agonist
CN(c1ccc(C(=O)N2CCCCC2)cc1)S(=O)(=O)c1cccs1	?	1.1%	19.9%	-20.0%	i	-6.8	0.0%	-8.1%	9.2%
Cc1ccc([C@@H]2C[C@H]3[C@@H](CN2S(=O)(=O)c2ccc(C)cc2)C(=O)C[C@@H](c2ccccc2F)N3S(=O)(=O)c2ccc(C)cc2)cc1	-4.3%	-1.2%	51.1%	-2.6%	i	13.6	23.8%	4.6%	-2.5%
Cn1c(C(C#N)/C(=N\S(=O)(=O)c2cccs2)c2ccccc2)nc2ccccc21 (stereo unspecified)	-2.7%	-6.7%	13.3%	i	i	-14.2	-16.8%	-20.2%	1.8%
COc1cccc(-n2c(SCC(=O)Nc3nnc(C)s3)nc3c([nH]c4ccccc43)c2=O)c1	30.9%[activator]	0.4%	-10.2%	i	/	/	21.1%	-7.0%	3.3%

Next structures follow.
SMILES	GLP-1R inv ag	aSyn yeast inh	FUS yeast rescue	PTHR1 ag	pAkt inh	D3 antag	TDP43 rescue	Abeta yeast res	GLP-1R agonist
O=C1CC(/C=C/c2ccco2)=Nc2ccccc2N1	21.6%	-1.6%	?	i	i	9.0	2.5%	31.5%	-8.1%
Cc1cc(C)cc(NC(=S)NCc2cccn2C)c1	0.0%	5.2%	47.0%	16.5%[57.5 µM]	i	-5.4	25.4%	38.1%	-7.1%
Cc1ccc(CN(C(=O)c2cc3ccccc3oc2=O)C2CCS(=O)(=O)C2)cc1 (stereo unspecified)	?	-10.4%	12.0%	-10.2%[57.5 µM]	i	11.1	-17.2%	2.9%	0.1%
COc1ccc(C2CC3(CC(C)(C)NC(=S)N3)Oc3cc(O)cc(C)c32)cc1 (stereo unspecified)	-0.1%	-1.2%	3.3%	-11.6%	i	-10.2	13.4%	-7.7%	-4.6%
Cc1cc2c(C)cc(=O)oc2c2c1NCCC2	44.6%[activator]	13.1%	13.6%	-5.4%[57.5 µM]	i	2.7	26.8%	-3.7%	13.6%
CCn1cc(C(=O)OCC(=O)Nc2cccc(Cl)c2C)c(=O)c2ccc(C)nc21	5.0%	/	-10.5%	i	/	/	?	?	-3.2%
NC1=NC(=Nc2ccc(S(=O)(=O)N3CCOCC3)cc2)c2ccccc21	38.4%[activator]	11.0%	15.9%	-19.2%	i	10.3	-1.2%	-9.9%	7.5%
Nc1ncnc2c1ncn2[C@@H]1O[C@H](CNC(=O)[C@@H]2CCCN2S(=O)(=O)c2ccc(F)cc2)[C@@H](O)[C@H]1O	13.6%	0.6%	-32.0%	-13.4%	i	0.0	12.8%	-6.3%	-3.8%
O=C(NCCN1CCN(c2ccccc2F)CC1)c1ccc2nc3ccccc3c(=O)n2c1	9.0%	5.3%	-10.5%	i	i	-58.4*	-1.5%	-10.5%	-2.3%
CCc1ccc(OCC(=O)OCC(=O)c2ccc3c(c2)NC(=O)CO3)cc1	0.0%	2.0%	2.2%	-1.8%[57.5 µM]	i	10.3	-10.8%	-16.2%	4.0%

Reprinted from the part before: 2 entries; new compounds follow.
SMILES	GLP-1R inv ag	aSyn yeast inh	FUS yeast rescue	PTHR1 ag	pAkt inh	D3 antag	TDP43 rescue	Abeta yeast res	GLP-1R agonist
O=C(NCCN1CCN(c2ccccc2F)CC1)c1ccc2nc3ccccc3c(=O)n2c1	9.0%	5.3%	-10.5%	i	i	-58.4*	-1.5%	-10.5%	-2.3%
CCc1ccc(OCC(=O)OCC(=O)c2ccc3c(c2)NC(=O)CO3)cc1	0.0%	2.0%	2.2%	-1.8%[57.5 µM]	i	10.3	-10.8%	-16.2%	4.0%
CN(CCO)S(=O)(=O)c1ccc2c(c1)C(=NN)c1cc(S(=O)(=O)N(C)CCO)ccc1-2	108.8%[activator]	0.0%	25.0%	i	i	-12.5	-12.3%	-2.1%	-2.0%
COc1ccc(Cl)cc1NC(=S)Nc1ccc(Cl)cn1	-0.8%	10.9%	12.5%	i	i	-1.5	9.1%	0.7%	-5.8%
C/C(=N/OC(=O)c1ccc(C(F)(F)F)cc1)c1oc(C)nc1C	4.0%	-6.2%	18.6%	19.0%	i	-3.0	12.4%	9.2%	-1.0%
COc1ccccc1OCc1ccc(C(=O)NC2CCCCC2)o1	-22.6%	2.8%	10.7%	-10.1%	i	-3.8	2.6%	-11.0%	17.6%
CC(=O)Nc1ccc(NC(=O)CSc2nnc(NC(=O)C3CC(=O)N(c4ccccc4)C3)s2)cc1 (stereo unspecified)	10.8%	3.1%	15.7%	-15.1%	i	-0.9	-17.6%	-11.6%	2.0%
Cc1ccc(C)c(CN2C(=O)c3ccccc3S(=O)(=O)c3ccc(C(=O)NCCCN4CCCC(C)C4)cc32)c1 (stereo unspecified)	?	/	17.3%	-25.0%	/	/	0.0%	5.0%	/
COc1cccc(CN2CC(C(=O)N3CCSCC3)CCC2=O)c1 (stereo unspecified)	-3.6%	-8.6%	-37.5%	-5.2%	i	-19.0	15.0%	3.4%	4.9%
O=C(Nc1ccc(C(F)(F)F)cc1)c1cccc(-n2cnnn2)c1	?	-6.0%	-15.5%	-46.8%[inhibitor]	i	-8.1	14.5%	15.0%	9.0%
COC(=O)c1sc(C(F)(F)F)c(-c2ccccc2)c1S(=O)(=O)NC(C)(C)C	?	-3.6%	22.0%	-52.4%[inhibitor]	i	-7.5	-11.0%	13.3%	-5.3%
CCNC(=S)NNC(=O)c1ccc(S(=O)(=O)NCc2ccco2)cc1	26.3%	-3.9%	17.6%	-19.5%	i	-17.7	1.7%	16.1%	0.3%

Some of the compounds tested; the hit share may differ from the screen's.
